Source: PubChem BioAssay (National Center for Advancing Translational Sciences (NCATS))
Pf Dd2 growth – blocks in vitro growth of P. falciparum Dd2; P. falciparum Dd2 growth, SYBR Green, 72 h; Potency, µM (highest dose often 28.9 µM), inactives show at the highest dose activity, negative = inhibition, usual class: inhibitors; 4.3% of 120,000 active; AID 1347417; active = well fitted inhibition curve with a large enough effect; inconclusive = small, poorly fitted or top-dose-only effect; inactive = no such curve, though single readings can be large or run the other way;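 note: plate controls were DMSO vehicle for no effect and reference drug for full effect; nearly all actives have a fitted effect of over 65% in size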
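Infected erythrocytes (Dd2, 0.3% parasitemia, 2.5% hematocrit final) are added to compound in RPMI-1640/Albumax II medium, grown 72 h at 37C in low oxygen, then lysed with saponin/Triton-X containing SYBR Green and read by fluorescence.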
The depositor's hits bear a star; i = inactive; ? = inconclusive; [ ] = another dose, or the depositor's remark. Potency is the fitted concentration of half-maximal effect. Not all compounds are listed, so the mix of outcomes need not match the whole.

molecule | Pf Dd2 growth
CCOc1ccc(CNC(=O)CN2N=C(c3ccccc3)CCC2=O)cc1OC | ?
O=C1CC(c2ccccc2)N(Cc2ccncc2)CCCN(C(=O)CCCc2ccccc2)CCN1 (stereo not given) | ?
Cc1cccc(-c2noc(CN(C3CCCCC3)S(=O)(=O)c3ccc(F)cc3)n2)c1 | ?
CCCCCn1c(CCCNC(=O)c2ccccc2OC)nc2ccccc21 | ?
COc1cc2c(cc1OC)C(COc1cccc(C(F)(F)F)c1)N(C(=O)c1ccc(S(=O)(=O)N3CCCC3)cc1)CC2 (stereo not given) | 7.9µM*
CN1c2cccnc2CN(Cc2ccccc2Cl)CC[C@H]1CO | i
CCS(=O)(=O)N1CCCCCCNC(=O)[C@@H]2C[C@@H](C(=O)N3CCc4ccccc4C3)C[C@@H]21 | i
COc1ccccc1-c1cc(C(=O)N2CCCC2)nc2c1cnn2C | 18%
CCOC(=O)NNC(=O)C1CCC(C)CC1 (stereo not given) | 8%
CS(=O)(=O)N1CCOCCNC(=O)[C@@H]2CCC[C@@H]21 | 8%
Cc1ccc(C(=O)N2CCN(c3nnc4c(Cl)cccn34)CC2)cc1 | ?
CCCS(=O)(=O)N1CCC2(CC1)CC(N1CCN(C(C)=O)CC1)CCO2 (stereo not given) | 14%
N#Cc1cnc(N2CCN(Cc3cncnc3)CC2)nc1N | -16%
O=C(NC1CCCCC1)NC1CCN(C(=O)N2CC3CC(C2)[C@H]2CCCC(=O)N2C3)CC1 (stereo not given in full) | -24%
CCC(C)(C)C(=O)N1CCC2(CC1)CC(N(Cc1ccc(F)cc1)C1CC1)CCO2 (stereo not given) | ?
Cc1ccccc1CNC(=O)c1ccc(CN2C(=O)NC3(CCOCC3)C2=O)cc1 | -15%
O=C(CN1C(=O)NC2(CCS(=O)(=O)CC2)C1=O)Nc1ccc2c(c1)OCCO2 | -13%
CCCC(NC(=O)c1ccc(C#N)cc1)c1ccccc1 (stereo not given) | ?
Cc1ccc(-c2noc([C@@H]3CCCN3C(=O)Cc3ccccc3)n2)cc1 | i
COc1cc(=O)n2c(c1C(=O)Nc1cccc(Cl)c1)CCCC2 | 66%[activator]

The list goes on (seven carried over from the part before).
molecule | Pf Dd2 growth
O=C(NC1CCCCC1)NC1CCN(C(=O)N2CC3CC(C2)[C@H]2CCCC(=O)N2C3)CC1 (stereo not given in full) | -24%
CCC(C)(C)C(=O)N1CCC2(CC1)CC(N(Cc1ccc(F)cc1)C1CC1)CCO2 (stereo not given) | ?
Cc1ccccc1CNC(=O)c1ccc(CN2C(=O)NC3(CCOCC3)C2=O)cc1 | -15%
O=C(CN1C(=O)NC2(CCS(=O)(=O)CC2)C1=O)Nc1ccc2c(c1)OCCO2 | -13%
CCCC(NC(=O)c1ccc(C#N)cc1)c1ccccc1 (stereo not given) | ?
Cc1ccc(-c2noc([C@@H]3CCCN3C(=O)Cc3ccccc3)n2)cc1 | i
COc1cc(=O)n2c(c1C(=O)Nc1cccc(Cl)c1)CCCC2 | 66%[activator]
COc1cc(=O)n2c(c1C(=O)Nc1cccc(Br)c1)CCCC2 | 27%
CCN(CC)CCN(C(=O)c1ccco1)c1nc2ccc(F)cc2s1 | ?
C[S+](=O)([O-])N1CCn2cc(C(=O)N3CCOCC3)nc2C1 | 17%
CC(C)NC(=O)Cc1ccc(N(Cc2ccccc2)C(=O)c2ccco2)cc1 | i
Cc1cc(C(F)(F)F)n2nc(-c3ccc(Br)cc3)cc2n1 | 26%
O=C(C[C@H]1NC(=O)c2ccccc2NC1=O)Nc1nnc(C2CC2)s1 | -15%
Cc1cccc(-n2nc(-c3c(C)nc4scc(CC(=O)N5CCOCC5)n4c3=O)cc2C)c1 | ?
COc1ccc(-c2nc3scc(CCNS(=O)(=O)c4cccs4)n3n2)cc1 | -13%
CC(C)Cc1nnc(NC(=O)C[C@H]2NC(=O)c3ccccc3NC2=O)s1 | -14%
NS(=O)(=O)c1ccc(C(=O)N[C@H](c2cccs2)C2CC(O)C2)cc1 (stereo not given in full) | -4%
COc1ccc(C(=O)N2CCn3c(nnc3-c3ccncc3)C2)cc1 | -9%
Cc1cccc(CNC(=O)C2CCCN(S(=O)(=O)c3cn(C)cn3)C2)c1 (stereo not given) | 52%[activator]
Cc1nc(CCNC(=O)C(C)(C)C)no1 | -20%
CC(C)Cc1cc(C(=O)NCc2nc(Cc3cccs3)no2)on1 | -13%
CC(=O)Nc1ccc(NC(=O)c2csnn2)cc1 | -22%
COc1ccc(-n2ncc(C(=O)N3CCc4ccccc4C3)c2C2CCN(C(=O)OC(C)(C)C)CC2)cc1 | ?
COc1ccccc1N(CC(=O)NCCSCc1cccc(Cl)c1)S(C)(=O)=O | 1%
Cc1ncc(CN2CCC(C(=O)O)(n3ccc(-c4ccco4)n3)CC2)[nH]1 | -4%
O=C(CCCCn1c(=O)c2ccccc2n(Cc2cccc(Cl)c2)c1=O)NCc1ccc2c(c1)OCO2 | ?
Cc1ccc(C2=NC3(CCN(C(=O)Cc4ccccc4Cl)CC3)ON2)cc1 | 11µM*
Cc1ccccc1-c1cn[nH]c1C1CCN(C(=O)c2cnn3ccccc23)CC1 | ?
Cc1ccc(-c2onc(C)c2C)cc1S(=O)(=O)NC1CCC(C)CC1 (stereo not given) | ?
CCc1ccc(CN2CCCC(CNC(=O)c3cccc(OC)c3OC)C2)o1 (stereo not given) | ?
CC(=O)c1ccc(NC(=O)CSc2nnc(NC(=O)NC3CCCCC3)s2)cc1 | i
CN1C(=O)Cc2cc(S(=O)(=O)CCC(=O)Nc3ccc(OC(F)(F)F)cc3)ccc21 | -9%
CCn1ncc(N2CCCC(CC(=O)N3CCCCC3)C2)cc1=O (stereo not given) | i
CCOC(=O)c1cnc2c(ccc3ccccc32)c1Nc1ccc(OCC)cc1 | 18%
Cc1c(Cl)ccc2sc(N3CCN(C(=O)C(C)C)CC3)nc12 | 41%[activator]
CN(CC1CCOCC1)C(=O)c1ccccc1 | 16%
Cc1ccc(NC(=O)CSc2ncn[nH]2)cc1C | 8%
Cc1nnc(SCC(=O)NCc2ccccc2Cl)c2nn(-c3ccccc3)c(C)c12 | -12%
Cc1cccc(CN2CCN(Cc3nc(-c4cccs4)oc3C)CC2CCO)n1 (stereo not given) | 11µM*
CCOC(=O)C1(Cc2cccc(C(F)(F)F)c2)CCN(Cc2cn(CC)nc2C)CC1 | ?
c1ccc(O[C@H]2COCCN(c3nc4ccccc4s3)C2)nc1 | -5%[44.1 µM]
CCOC(=O)c1cnc2ccc(Cl)cc2c1Nc1ccc(N2CCOCC2)cc1 | 8.9µM*
CC(C)c1noc(C2CCCN(Cc3ccccc3)CCC(=O)NCC2)n1 (stereo not given) | 4.5µM*
COc1cc(CN2CCC3(CC2)CN(c2ccncn2)CC3CO)ccc1F (stereo not given) | -13%
c1ccc(CNC[C@H]2COCc3nc4ccccc4n32)cc1 | ?
CN1C(=O)c2ccccc2Sc2ccc(NC(=O)N3CCN(c4ccccc4F)CC3)cc21 | 13µM*
CCc1nnc2ccc(N3CCN(C(C)C)CC3)nn12 | 1%

Rewritten field by field: 3 of the compounds above
CCOC(=O)C1(Cc2cccc(C(F)(F)F)c2)CCN(Cc2cn(CC)nc2C)CC1
  Pf Dd2 growth: ?

c1ccc(CNC[C@H]2COCc3nc4ccccc4n32)cc1
  Pf Dd2 growth: ?

CCn1ncc(N2CCCC(CC(=O)N3CCCCC3)C2)cc1=O (stereo not given)
  Pf Dd2 growth: i

Going on with the list.
molecule | Pf Dd2 growth
COc1ccc(-c2nn3c(=O)cc(CN4CCN(C(=O)COc5ccc(F)cc5)CC4)nc3s2)cc1 | -7%
COCCN1CCC(N2CCN(C(=O)c3cc(F)cc(F)c3)CC2)C1=O (stereo not given) | 5%
COc1ccc(-c2nc3cc(C)ccc3cc2CN2CCN(C)C(CCO)C2)cc1 (stereo not given) | 10µM*
COc1ccc(Cl)cc1NC(=O)CCC1CCCN(C(=O)CCc2c(C)noc2C)C1 (stereo not given) | i
COc1cccc(-c2cc3c(=O)n(CC(O)c4ccc(C(C)C)cc4)ccn3n2)c1 (stereo not given) | ?
COc1ccccc1CCNC(=O)C1(c2cccs2)CCOCC1 | 20%
COc1ccc2cc(C3CN(Cc4nc(C(N)=O)no4)CCO3)ccc2c1 (stereo not given) | -1%
CCCN(CC1CCOC1)S(=O)(=O)c1ccc(F)c(Cl)c1 (stereo not given) | i[5.79 µM]
CCNC(=O)Nc1ccc2c(c1)CN(Cc1ccc(Cl)cc1)C(=O)C(C)O2 (stereo not given) | ?
CNC(=O)CN1CCCCC1C(=O)Nc1cccc(-c2cccc(OC)c2)c1 (stereo not given) | i
CCOC(=O)C1CCN(C(=O)C2CCN(S(=O)(=O)c3c(C)noc3/C=C/c3ccc(C)cc3)CC2)CC1 | ?
CN(C)c1ccc(-c2ccnc(N[C@H]3CO[C@H]4[C@@H]3OC[C@H]4OC(=O)NC3CCCCC3)n2)cc1 | i
CN(Cc1ccccc1)C(=O)C[C@@H]1O[C@H](CNC(=O)c2ccc(N(C)C)cc2)[C@@H](O)[C@H]1O | -19%
O=C(c1cnn(Cc2ccccc2)c1)N1CCCn2nc(CO)cc2C1 | -12%
O=C(Cc1ccccc1F)NCCc1noc(-c2cccnc2)n1 | 57%[activator]
CCOc1ccccc1NC(=O)CSc1ncc(S(=O)(=O)c2ccc(C)c(C)c2)c(N)n1 | ?
CCn1c(=O)cc(SCC(=O)NCc2ccccc2OC)c2ccccc21 | 47%[activator]
Nc1c(C(=O)Nc2ccc(OC(F)(F)F)cc2)nnn1Cc1ccccc1 | 25%
C[C@]1(CO)[C@H]2Cc3sc(NC(=O)c4ccco4)nc3[C@@H](CC(=O)Nc3ccccc3)[C@]2(C)CC[C@H]1O | 7.1µM*
CC(C)Nc1cc(CC2CC(=O)N(c3ccccc3)C2)ncn1 (stereo not given) | -12%
COc1cc2c(=O)n(Cc3ccccc3)c(=O)n(CC(=O)Nc3cc(C(F)(F)F)ccc3Cl)c2cc1OC | i
CCCS(=O)(=O)N1CCC2(CCCN(Cc3cccc(F)c3F)C2=O)C1 (stereo not given) | i
COc1ccc(CCC(=O)N2CCCC(c3nc(-c4cccnc4)no3)CCNC(=O)CC2)cc1 (stereo not given) | -11%
O=C(Nc1ccc(F)cc1F)N1CCC2(CC1)SCC(=O)N2c1ccc(F)cc1 | 4%
Cc1cc(C)c(CNC(=O)c2nc(-c3ccccc3)cc3c2ccn3C(C)C)c(=O)[nH]1 | i
COCCNC(=O)c1nc2sccn2c1Br | 1%[44.1 µM]
COc1cccc(CC(=O)N2CCN(C(=O)c3nnn4c3COC(c3ccc(F)cc3)C4)CC2)c1 (stereo not given) | i
Cc1cccc(CN2CCC(C(=O)N3CCCCCCNC(=O)CC3)CC2)c1 | 14%
Cc1cc(=O)n(CC(=O)Nc2ccc(Cl)cc2)c(N2CCc3ccccc3C2)n1 | i
Cc1ccc(C(=O)Nc2ccc(-n3c(C)nc4ccccc4c3=O)cc2)cc1[N+](=O)[O-] | -10%
CCOc1ccccc1NC(=O)CSc1nccn1-c1cccc(C)c1 | 29%
Cc1cc(C)c(NC(=O)Cn2c(=O)n(Cc3ccc(C(=O)NCc4ccco4)cc3)c(=O)c3sccc32)c(C)c1 | ?
Cc1nncn1C1CCN(S(=O)(=O)c2ccc(Cl)cc2)CC1 | ?
O=C(CCCn1c(=O)c2ccccc2n(Cc2cccc(F)c2)c1=O)NCc1ccccc1Cl | -15%
CCCn1ncc(C(=O)N2CCOCC2CC(=O)N2CCSCC2)c1C (stereo not given) | 10%
O=C(NCc1ccco1)c1ccc(Cn2c(SCc3ccccc3F)nc3cccnc32)cc1 | ?
Cc1ncccc1C(=O)N1CCC(C(=O)N2CCCCCCNC(=O)CC2)CC1 | 10%
COc1ccc(CNC(=O)CC[C@@H]2CNC(=O)[C@@H]3C[C@H](NCc4ccc(F)cc4)CN23)cc1 | -28%
COc1cccc(-c2cc(C3CCN(C(=O)Nc4ccc(Cl)cc4F)CC3)[nH]n2)c1 | -23%
Cc1noc2c(NCCN(C)C)cc(-c3ccc(Cl)cc3)nc12 | ?
O=C(Nc1cccc(C(=O)OCc2cc(=O)n3nc(C4CC4)sc3n2)c1)c1cccc(Cl)c1 | ?
CC(=O)Nc1ccc([C@@H](O)[C@H]2COCC(=O)N2CC(C)C)cc1 | -14%[44.1 µM]
O=C(c1ccc(Oc2ccccc2)cc1)N1CCNc2cnc(Nc3cccc(C(F)(F)F)c3)nc2C1 | -2%
COc1cccc(S(=O)(=O)N2C[C@@H](C)[C@](O)(C3CCC3)C2)c1 | -24%
COc1ccc(-c2nc(-c3cc4cc(Br)ccc4oc3=O)cs2)cc1 | 10%
Cc1ccc(-n2cnc3cc(C(=O)NC4CCCCCC4)ccc32)c(C)c1 | ?
Cc1cc(CN(C)C2CCc3nn(C)c(=O)n3CC2)n(C)n1 (stereo not given) | i
CC1(Cc2ccc3c(c2)OCO3)CCCN(CC(=O)NCc2ccco2)C1 (stereo not given) | -20%
Cc1cccc(CNC(=O)c2cnc3sc(N4CCOCC4)nn3c2=O)c1 | 19%
Cc1c(C(=O)Nc2ccc(F)c(C(F)(F)F)c2)sc2nc(-c3ccccc3)cn12 | 11µM*
CCOC(=O)C1=C(CN2CCN(CC)CC2)NC(=O)NC1c1ccc(Cl)cc1 (stereo not given) | -4%
